Source: PubChem
SSB-PriA inh: blocks PriA binding to SSB C-terminal tail. AlphaScreen SSBct-PriA binding, biotinylated peptide. inhibition, % at 33 µM. 0.6% of 430,000 active. AID 1272365; in the data active means inhibition mostly above about 37%, no sharp cut-off; inactive means mostly below about 20%;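 further: plate controls were negative control peptide for no effect and reference peptide for full effect; strong numbers were not always called active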
An asterisk follows results filed as active; & = joins results of further samples. This is a subset. The share of hits here may be higher or lower than overall.

SMILES	SSB-PriA inh
O=C(c1cccs1)c1ccc(CNC(=O)[C@H]2CC(=O)N(c3ccc(F)cc3)C2)s1	0
O=C(CCn1cnc2c([nH]c3ccccc32)c1=O)N1CCN(C(=O)c2ccco2)CC1	-1
COC(=O)Nc1ccc(S(=O)(=O)NCC(O)c2cn(C)c3ccccc23)cc1 (configuration not stated)	-11
O=C(Nc1ccc2c(c1)N(C(=O)C1CCCO1)CC2)C1CCCC1 (configuration not stated)	3
CC1C(=O)NCCN1C(=O)CCCSc1ccc(F)cc1 (configuration not stated)	-7
CC(=NNC(=S)NC1CCCCC1)c1ccc(Cl)c(Cl)c1	-3
Cc1cccc(C(N)=NOC(=O)COc2ccccc2Cl)c1	-45
COc1ccc(-c2[nH]ncc2C=NNC(=O)c2ccc(C(C)(C)C)cc2)cc1OC	15
COc1cc(C=NNC(=O)CNC(=O)C2COc3ccccc3O2)ccc1O (configuration not stated)	1
Cn1c(=O)n(CC(=O)NC(C)(C)C)c(=O)c2c(N3CCN(C(=O)c4ccco4)CC3)ccnc21	-8
C(=NNc1nn2cnnc2c2ccccc12)c1ccco1	-10
O=C(CC1SC(=NN=Cc2ccco2)NC1=O)Nc1cccc(Cl)c1Cl (configuration not stated)	6
O=C(NCCCn1ccc2cccnc21)NC(c1ccccc1)c1ccccc1	-9
COC(=O)CC1=Nc2cc(C)c(C)cc2N(CC(=O)NCc2ccccc2Cl)C(=O)C1	-7
Nc1cc(S(=O)(=O)N2CCOCC2)ccc1Cl	-33
COc1ccc(OC)c(-c2ccc(N3CCNCC3)nn2)c1	-5
COC(=O)NN=Cc1cc(Cl)c(OCc2ccc(F)cc2)c(OC)c1	-6
O=C(NCCOc1ccc2nnc(-c3ccccc3)n2n1)C1CC1	-16
CCc1ccc(CCC(=O)Nc2ncc(Cc3ccc(Br)cc3)s2)o1	-1
O=C(Cc1ccc(F)cc1)Nc1ccc2c(c1)CCC(=O)N2Cc1ccccc1	6
CC(C)c1cc(=O)n(CC(=O)Nc2cccc(C(F)(F)F)c2)cn1	-4
CCOC(=O)c1ccccc1NC=CC(=O)c1ccccc1	-30
COc1nn(C)cc1C(=O)N(CCc1cccs1)C1CCOCC1	0
O=C(NCCn1ncc2c(=O)n(Cc3cccc(Cl)c3)cnc21)c1cccc(Cl)c1	2
O=C(CSc1ccc(NC(=O)c2ccco2)nn1)Nc1ccc(F)cc1	-10
(further entries)
SMILES	SSB-PriA inh
COc1ccc(-n2c(N)c(C(=O)NCc3ccccc3OC)sc2=S)c(OC)c1	6
Cc1cccc(C(N)=NOC(=O)c2ccc(Br)o2)c1	-22
CCn1ccc(C(=O)Nc2cccc(-c3nc4ccccc4s3)c2)n1	-6
Cc1ccc(-n2ccnc2N2CCN(C(=O)COc3ccccc3)CC2)cc1	68
Cc1c(Cl)ccc2sc(N(Cc3ccncc3)C(=O)CCc3ccccc3)nc12	-9
CCOc1cc(S(=O)(=O)n2ccnc2C)c(OCC)cc1C	5
CCOC(=O)c1nn(-c2ccc(OC)cc2)c(=O)c2c(NC(=O)c3c(F)cccc3Cl)scc12	-14
CN(C)S(=O)(=O)c1ccc(C(=O)NCCNc2cc(-n3cccn3)ncn2)cc1	-1
N#CC(=NNc1cccc(F)c1)C(=N)N1CCCCCC1	-2
CCOCC(=O)N(Cc1cnc2ccccn12)C1CC1	9
O=C(CN1CCSCC1)NN=Cc1ccccc1F	-3
CN1CC(=O)NC1=NC(=O)Nc1ccc(O)cc1	10
COc1ccc(Nc2nnc(-c3ccc(NC(=O)C(=O)NCc4cccs4)cc3)s2)cc1	-17
Cc1ccc(C)c(-n2c(CNC(=O)c3ccc(S(=O)(=O)N4CCOCC4)cc3)nnc2SCC(=O)Nc2nnc(C)s2)c1	-35
COC(=O)c1ccc(C(=O)NC(=S)Nc2nc3c(s2)CCc2ccccc2-3)cc1	-7
Cc1cc(NC(=O)C2c3ccccc3Oc3ccccc32)ccc1N1CCCC1=O	-20
Cc1ccc(-c2cc(CC(=O)Nc3nccs3)no2)cc1	-1
CCC1CCCC1=NNC(=O)c1ccc(Cl)cc1 (configuration not stated)	-5
CS(=O)(=O)c1cccc(C(=O)Nc2sc3c(c2C(N)=O)CCN(Cc2ccccc2)C3)c1	0
CSc1ccccc1C(=O)NC[C@](C)(O)c1cc2ccccc2o1	-5
Cc1ccc(NC(=S)C(=C([O-])c2ccc(F)cc2)[n+]2ccccc2)cc1	3
Cc1nnsc1C(=O)NN=Cc1ccc(OC(F)(F)F)cc1	1
Cn1nc(CN(Cc2ccco2)C(=O)Cc2cccs2)cc1C1CC1	19
COc1ccc(C2=NN(C(=O)c3ccc(Br)o3)C(c3ccccc3F)C2)cc1OC (configuration not stated)	-16
C=C1C2(C(=O)Nc3ccc(C(=O)OCC)cc3)CCC(C2)C1(C)C (configuration not stated)	-15&-14
Next section
SMILES	SSB-PriA inh
O=C(c1ccc2c(c1)OCO2)c1cn(Cc2ccccc2)c2cc3c(cc2c1=O)OCO3	7
OCCCc1cnc(-c2ccccc2)nc1	12
O=C(Nc1ccc2c(c1)CCCN2C(=O)c1cccs1)c1ccc(Br)o1	19
Cc1ccc(OC2CCCN(C(=O)c3cnoc3C)C2)nn1 (configuration not stated)	-30
CCc1cccc2sc(NC(=O)c3ccc(S(=O)(=O)N4CCOCC4)cc3)nc12	-1
O=C(NC1CC(=NO)c2cc3c(cc21)OCO3)C(F)(F)F (configuration not stated)	-8
CCCCc1n[nH]c2c1C(=NO)CC(c1ccccc1)C2 (configuration not stated)	-3
Cc1ccc(S(=O)(=O)Nc2ccccc2-c2nc3ccccc3[nH]2)cc1	-22
Cc1ccc(C=NNC(=O)c2ccccn2)o1	-2
CCOc1ccc(NC(=O)CSc2n[nH]c(N)n2)cc1	-17
CCC(C)n1c(O)c(C=NNC(=O)c2ccncc2)c(=O)[nH]c1=S (configuration not stated)	62
CC(C)(C)c1ccc(C(=O)N2CCC3(CC2)NC(=O)N(CCOc2ccccc2)C3=O)cc1	-3
Cc1cccc(N=Cc2c(O)ccc3oc4c(c23)CCCC4)n1	-18
COC(=O)C1=C(C)N=C(SCC(=O)Nc2ccccc2Cl)C(C#N)C1c1ccccc1F (configuration not stated)	-3
O=S(=O)(CCc1ccccc1)NCC1CCN(Cc2ccccc2)CC1	-7
O=C(Cc1cccc2ccccc12)Nc1nc(-c2ccc(Br)s2)cs1	9
COc1cccc2cc(C(=O)N3CCSC(c4ccccc4Cl)CC3)oc12 (configuration not stated)	-4
O=C(Cc1cccs1)OCc1cc(-c2ccc3c(c2)OCO3)on1	-12
CC(=O)c1c(C)oc2c1c1c(c3ccccc32)OCN(CCO)C1	23
COc1ccc(OC)c(NC(=O)C(C)Oc2ccc(F)cc2)c1 (configuration not stated)	-1
CCOc1ccccc1NC(=O)CSc1nnc(-c2cccn(CC)c2=O)n1C	3
Cn1nc(CNC(=O)NC2CCCCC2)c2c1CCOC2	-2
COc1ccc(SCC(=O)Nc2nc3ccc4sc(C)nc4c3s2)cc1	-1&0
CCCOc1ccc(C(=O)Nc2ccc(S(=O)(=O)N3C[C@@H]4C[C@H](C3)c3cccc(=O)n3C4)cc2)cc1	12
O=C(NCCc1ccccc1)c1ccc2c(=O)nc3c(-c4ccc(Cl)cc4)n[nH]n3c2c1	-18
(continued)
SMILES	SSB-PriA inh
COc1ccccc1CCNC(=O)c1csc(NC(=O)c2ccccc2)n1	0
CN1C(=O)C(C)(C)COc2ccc(NS(=O)(=O)c3ccc(F)c(Cl)c3)cc21	3
Cc1cc(C)c(N2CCN(CC(=O)Nc3cc(Cl)ccc3Cl)CC2)c(C)c1	-11&-3
Cc1ccc(S(=O)(=O)N2CCCC(C(=O)Nc3cc(C)nn3C)C2)cc1 (configuration not stated)	2
Cc1ccc(-c2cn3c(C(=O)N4CCN(c5ccc(F)cc5)CC4)csc3n2)cc1	-15
Cc1cc(=O)[nH]c(-n2nc(C)cc2NC(=O)C(=O)NCCc2c[nH]c3ccccc23)n1	11
S=c1[nH]nc(C2CCCCC2)n1N=Cc1ccc(Br)s1	1
CC(=NNC(=O)c1ccccn1)c1ccncc1	7
O=C(O)CCc1csc(NC(=O)c2ccc[nH]c2=O)n1	8&17
CC1=CC(=NOC(=O)/C=C/c2ccccc2)C(C)=CC1=O	-1
C(=NNc1nc(Nc2ccccc2)nc(Nc2ccccc2)n1)c1cccnc1	-4
CCOc1ccc(-c2cc(=O)n(CC(=O)Nc3cccnc3)cn2)cc1	-10
COC(=O)c1ccc(S(=O)(=O)NCC2CCN(Cc3cc(C)oc3C)CC2)cc1	-24
CCCOc1cc(Nc2ccc(NC(=O)c3ccco3)cc2)nc(C)n1	14
COc1ccc(OC)c(NC(=O)C(=O)NN=C(C)CC(=O)Nc2ccc(Cl)cn2)c1	-2
CCOC(=O)c1sc(NC(=O)Nc2ccc(Cl)c(Cl)c2)cc1C	-10
O=S(=O)(NCC[C@@H](CCO)c1ccccc1)c1ccc(Br)s1	-2
O=C(Nc1ccc(SCC(=O)N2CCCc3ccccc32)nn1)c1cccs1	-9&5
S=c1[nH]nc(COc2ccccc2)n1N=Cc1ccccc1Cl	8
Cc1cc(C)nc(NN=C2CCSc3ccc(F)cc32)n1	-6
O=C(NCC#CCOc1cccc(C(F)(F)F)c1)NCc1cccs1	-28
CC(=O)Nc1ccc(S(=O)(=O)NCCc2ccoc2)cc1	0
CCc1ccc(S(=O)(=O)NCCOc2ccc3nnc(C)n3n2)s1	-23&1
Cc1cc(S(=O)(=O)[C@@H](CNC(=O)Cc2cccc3ccccc23)c2cccs2)ccc1F	1
CCc1c(C)nc2n(c1=O)CC(C(=O)NCc1nc(C)no1)CS2 (configuration not stated)	-9

Entries shown so far that contain a thiophene ring, fused or not:
SMILES	SSB-PriA inh
O=C(c1cccs1)c1ccc(CNC(=O)[C@H]2CC(=O)N(c3ccc(F)cc3)C2)s1	0
COc1nn(C)cc1C(=O)N(CCc1cccs1)C1CCOCC1	0
CCOC(=O)c1nn(-c2ccc(OC)cc2)c(=O)c2c(NC(=O)c3c(F)cccc3Cl)scc12	-14
COc1ccc(Nc2nnc(-c3ccc(NC(=O)C(=O)NCc4cccs4)cc3)s2)cc1	-17
CS(=O)(=O)c1cccc(C(=O)Nc2sc3c(c2C(N)=O)CCN(Cc2ccccc2)C3)c1	0
Cn1nc(CN(Cc2ccco2)C(=O)Cc2cccs2)cc1C1CC1	19
O=C(Nc1ccc2c(c1)CCCN2C(=O)c1cccs1)c1ccc(Br)o1	19
O=C(Cc1cccc2ccccc12)Nc1nc(-c2ccc(Br)s2)cs1	9
O=C(Cc1cccs1)OCc1cc(-c2ccc3c(c2)OCO3)on1	-12
S=c1[nH]nc(C2CCCCC2)n1N=Cc1ccc(Br)s1	1
CCOC(=O)c1sc(NC(=O)Nc2ccc(Cl)c(Cl)c2)cc1C	-10
O=S(=O)(NCC[C@@H](CCO)c1ccccc1)c1ccc(Br)s1	-2
O=C(Nc1ccc(SCC(=O)N2CCCc3ccccc32)nn1)c1cccs1	-9&5
O=C(NCC#CCOc1cccc(C(F)(F)F)c1)NCc1cccs1	-28
CCc1ccc(S(=O)(=O)NCCOc2ccc3nnc(C)n3n2)s1	-23&1
Cc1cc(S(=O)(=O)[C@@H](CNC(=O)Cc2cccc3ccccc23)c2cccs2)ccc1F	1

(listing goes on)
SMILES	SSB-PriA inh
O=C(OCC(F)(F)C(F)F)c1ccc(O)cc1	-13
C[C@](O)(CNC(=O)c1ccc(C#N)cc1)c1ccc(-c2ccccc2)cc1	-15
O=C(NCC(O)c1ccoc1)C(=O)Nc1ccon1 (configuration not stated)	0
O=C(c1ccc(-n2cncn2)nn1)N1CCN(c2ccc(F)c(Cl)c2)CC1	-10
CCCCCn1c(SCc2ccccn2)nc2cc(C(=O)N3CCCC3)ccc2c1=O	-1&4
COc1cc([N+](=O)[O-])ccc1NC(=O)c1cccc(Br)c1	-1
Cc1ccc(C=NNc2nnc(Cl)c3ccccc23)cc1	4
Cc1cc(C(=O)N(CCc2cccs2)C2CC2)c(C)o1	8
CO[C@@](C)(CNC(=O)c1cc(Br)cs1)c1cccc(Cl)c1	-12
CC1CCCCN1S(=O)(=O)c1ccc(Oc2ccccc2)cc1 (configuration not stated)	-15
Cn1ncc2c(NCCO)nc(NCCC3=CCCCC3)nc21	-8&16
Cc1ccc(C)c(-c2nnc(NC(=O)c3ccc(C#N)cc3)o2)c1	-5
CS(=O)(=O)N1CCC(C(=O)Nc2nnc(-c3ccc4c(c3)CCCC4)o2)CC1	-15
Cc1cc(C)c(C)c(S(=O)(=O)NCC(=O)NCC2CCCO2)c1C (configuration not stated)	-1
CCOc1ccc(N2CC(CNC(=O)NC(c3ccccc3)c3ccccc3)CC2=O)cc1 (configuration not stated)	-8
COc1ccc(/C=C/C(=O)Nc2sccc2-c2nc3ccccc3s2)cc1OC	-11
CC(=NNC(=O)Cc1cccc2ccccc12)c1cccs1	-13
O=C(COc1ccc2c(c1)OCO2)N1CCN(c2ccc(-c3ccncc3)nn2)CC1	5
COc1ccc(-c2ccc(=O)n(Cc3nc(-c4ccc(Cl)cc4)no3)n2)cc1	-23
Cc1ccc(S(=O)(=O)c2cnc(N3CCC(C(N)=O)(N4CCCCC4)CC3)nc2N)cc1	-6
Cc1ccc(C)c(S(=O)(=O)N2CCCC2CNC(=O)C(=O)NCCCN(C)C)c1 (configuration not stated)	-6
CCC(C(=O)Nc1cc(-c2cn3nc(OC)ccc3n2)ccc1C)c1ccccc1 (configuration not stated)	-15
CCS(=O)(=O)c1ccccc1C(=O)Nc1sc2c(c1C#N)CCC2	9
CCc1ccc(NC(=O)C(=O)NN=C(C)CC(=O)NCCOC)cc1	4
O=C(NCCc1ccccc1)NCC1CCN(c2ncccn2)CC1	-7
